# GLS inhibitor = glutaminase GLS (human) inhibition. O94925. GLS enzymatic activity, qHTS titration. Potency, µM (doses to about 45.5 µM), for inactives: at the highest dose activity change, negative = inhibition, hits mostly inhibitors. 0.21% of 410,000 active; further: on the % scale 0 is the no-effect control and ±100 the full control effect
#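 hKGA in 45 mM KH2PO4 pH 8.2, 0.02% Tween-20 with pin-transferred compounds; 1 mM L-glutamine (stock) plus glutamate oxidase/HRP/Amplex Red coupling added. Fluorescence read initially and after 30 min at RT.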
# BAZ2B inh = inhibitors of human BAZ2B bromodomain | Q9UIF8 | AlphaScreen BAZ2B-H3K14Ac peptide displacement | Potency, µM (doses to about 114 µM), without a hit: top-dose activity change, negative = inhibition, usual class: inhibitors | 4.4% of 360,000 active | AID 504333; further: on the % scale 0 is the no-effect control and ±100 the full control effect; nearly all actives have a fitted effect of over 60% in size
#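 Compounds, titrated to a top concentration of 110 uM, were incubated 30 min at room temperature with preformed BAZ2B/acetyl-K14 H3 peptide complex (50 nM each). Proximity signal was measured by AlphaScreen after 20 min with beads.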
# JMJD2A Tudor inh = JMJD2A Tudor domain (human) inhibition | O75164 | AlphaScreen JMJD2A-Tudor / H3K4me3 peptide binding | Potency, µM (highest dose often 114 µM), for the others: at the highest dose activity change, negative = inhibition, most hits filed as inhibitors | 4.4% of 390,000 active | AID 504339; further: on the % scale 0 is the no-effect control and ±100 the full control effect; nearly all actives have a fitted effect of over 50% in size
# Target sequence (O75164 whole entry, looked up, the tested form may be a part): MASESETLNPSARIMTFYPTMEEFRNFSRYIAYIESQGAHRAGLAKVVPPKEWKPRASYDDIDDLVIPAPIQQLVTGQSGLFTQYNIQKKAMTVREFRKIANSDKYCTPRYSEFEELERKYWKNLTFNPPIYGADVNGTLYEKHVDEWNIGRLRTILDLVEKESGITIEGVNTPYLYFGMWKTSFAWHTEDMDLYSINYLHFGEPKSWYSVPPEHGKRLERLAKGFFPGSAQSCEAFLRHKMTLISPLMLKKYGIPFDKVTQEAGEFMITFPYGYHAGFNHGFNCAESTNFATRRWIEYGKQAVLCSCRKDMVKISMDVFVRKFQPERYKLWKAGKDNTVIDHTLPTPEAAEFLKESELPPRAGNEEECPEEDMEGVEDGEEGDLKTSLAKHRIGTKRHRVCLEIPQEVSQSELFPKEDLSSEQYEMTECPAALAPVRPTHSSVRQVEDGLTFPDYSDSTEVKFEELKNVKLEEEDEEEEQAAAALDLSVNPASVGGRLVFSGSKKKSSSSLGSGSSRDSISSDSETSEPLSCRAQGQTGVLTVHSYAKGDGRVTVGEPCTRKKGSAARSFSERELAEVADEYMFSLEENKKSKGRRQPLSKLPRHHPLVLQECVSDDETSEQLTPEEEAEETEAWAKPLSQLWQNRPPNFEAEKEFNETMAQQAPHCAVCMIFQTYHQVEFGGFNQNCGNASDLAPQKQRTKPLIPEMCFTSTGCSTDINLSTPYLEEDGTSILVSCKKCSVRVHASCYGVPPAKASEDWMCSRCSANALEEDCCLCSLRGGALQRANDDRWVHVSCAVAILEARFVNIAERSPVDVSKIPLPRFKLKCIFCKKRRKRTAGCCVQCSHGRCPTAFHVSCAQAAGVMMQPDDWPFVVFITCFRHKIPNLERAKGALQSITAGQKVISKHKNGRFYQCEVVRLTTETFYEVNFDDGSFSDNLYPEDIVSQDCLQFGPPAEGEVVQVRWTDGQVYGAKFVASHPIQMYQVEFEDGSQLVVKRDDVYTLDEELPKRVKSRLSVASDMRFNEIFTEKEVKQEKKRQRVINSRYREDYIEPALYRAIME
# HP1b chromo inh = HP1-beta chromodomain-methylated histone interaction inhibition | Potency, µM (titrated, usually from 114 µM), inactives show at the top dose activity change, negative = inhibition, most hits filed as inhibitors | AlphaScreen HP1-beta / biotin-H3K9me3 peptide binding | 0.56% of 390,000 active; further: nearly all actives have a fitted effect of over 70% in size; inactives centre near 23
#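 HP1-beta protein (50 nM final) preincubated 30 min at room temperature with biotinylated H3(1-18)K9me3 peptide (50 nM) in PBS pH 7.4, 0.01% Tween-20, then compound added for 30 min. AlphaScreen streptavidin donor/nickel chelate acceptor beads (10 ug/mL final), 30 min dark, luminescence read.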
# Pol iota inh = blocks human DNA polymerase iota activity; Pol iota fluorescent replication assay, 10 min; Potency, µM (doses to about 115 µM), for the others: at the top dose activity, negative = inhibition, usual class: inhibitors; 1% of 390,000 active; AID 588590
#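 Pol iota at 10 nM preincubated 15 min with compounds at room temperature; reaction started with fluorescent substrate, 50 nM final. Fluorescence read kinetically at 0 and 10 min; buffer-only wells as negative control.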
# PGK inhibitor = blocks T. brucei phosphoglycerate kinase | PGK/GAPDH coupled, Kinase-Glo luminescence, 60 min | 0.043% of 380,000 active | AID 602233 | P07378 | Potency, µM (titrated, usually from 57.5 µM), for inactives: at the top dose activity change, negative = inhibition, most hits filed as inhibitors; further: on the % scale 0 is the no-effect control and ±100 the full control effect; nearly all actives have a fitted effect of over 60% in size
#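 Luminescent ATP detection (Kinase-Glo Plus) follows a 60-minute room-temperature incubation, with wells lacking PGK as controls. Buffer: 100 mM TEA (pH 7.6), 5 mM MgCl2, 0.01% Tween-20. Coupling enzyme GAPDH (100 nM final) supplies unstable 1,3-BPG in-well.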
# Pin1 inhibitor = inhibitors of human Pin1; Q13526; Pin1 FP peptide displacement, HiFluor488, 10 min; Potency, µM (highest dose often 115 µM), for the others: at the top dose activity, negative = inhibition, most hits filed as inhibitors; 0.009% of 390,000 active; AID 504891; active means well fitted inhibition curve with a large enough effect in the polarisation, with a control signal flat, not every such curve was filed as active; inconclusive means small, poorly fitted or top-dose-only effect, or effect the other way, or a change in a side signal; inactive means no such curve, though single readings can be large or run the other way; the % refers to the polarisation; further: on the % scale 0 is the no-effect control and ±100 the full control effect
# G9a inh = blocks human histone lysine methyltransferase G9a; 8.8% of 350,000 active; G9a H3K9 monomethylation, AlphaScreen, 2 h; Potency, µM (top dose mostly 102 µM), for inactives: at the top dose activity, negative = inhibition, hits mostly inhibitors; Q96KQ7; further: on the % scale 0 is the no-effect control and ±100 the full control effect; nearly all actives have a fitted effect of over 75% in size
#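 Using a bead-based AlphaScreen, monomethylated H3K9 product from 2 h room-temperature reactions (G9a 20 nM, peptide 500 nM, SAM 20 uM) was detected with 0.5 ug/mL rabbit anti-H3K9me1 antibody.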
# BLM helicase inh = Bloom syndrome helicase (human) inhibition | recombinant BLM DNA unwinding, fluorescence dequenching | Potency, µM (series often up to 56.1 µM), for the others: at the highest dose activity change, negative = inhibition, hits mostly inhibitors | 0.2% of 350,000 active | AID 2528;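 further: plate controls were vehicle for no effect and no enzyme for full effect; nearly all actives have a fitted effect of over 35% in size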
# Active calls of the source: *; i = inactive; ? = inconclusive; . = not tested or not shown; [ ] = remark or other dose. Unless noted, the call rests on the fitted dose curve; in most records, active means well fitted curve in the direction sought with a large enough effect; inconclusive means small, poorly fitted or top-dose-only effect, or another doubt; inactive means no such curve, though single readings can be large; an effect the other way counts as inactive or inconclusive. Potency means the concentration at half of the fitted maximal effect.
SMILES,GLS inhibitor,BAZ2B inh,JMJD2A Tudor inh,HP1b chromo inh,Pol iota inh,PGK inhibitor,Pin1 inhibitor,G9a inh,BLM helicase inh
CCN(CC)Cc1c(C(=O)N/N=C/c2ccc(C)o2)nnn1-c1nonc1N,8%,-1%,-18%,2%,51%[activator],i,2%,?,-3%
Cc1ccc(/C=C2\SC(=S)N(CCC(=O)Nc3ccc(O)cc3)C2=O)cc1,-3%,0%,-1%,36%,9%,2%,0%,10%,-2%
COc1ccc(S(=O)(=O)Nc2c(C(=O)O)[nH]c3ccccc23)cc1,-20%,-18%,-27%,72%[activator],26%,2%,?,45µM*,0%
Cc1nnsc1C(=O)NNc1ccc(C(C)C)cc1,6%,-14%,-12%,6%,47%[activator],i,4%,8.9µM*,-7%
CCCn1c(=O)c2sccc2n2c(CCCC(=O)NCC3CCCO3)nnc12 (configuration not stated),-12%,-3%,-5%,58%[activator],9%,-8%,-9%,2%,0%
Cc1ccc(N(CC(=O)Nc2ccccc2C(=O)NCc2ccco2)S(=O)(=O)c2ccccc2)cc1C,-7%,-8%,-20%[11.4 µM],34%,-9%,-3%,57%[activator],14%[2.33 µM],-8%
COC(=O)c1c(C)[nH]c(C(=O)CSc2ccc(Cl)cc2)c1C,2%,4%,-26%,52%[activator],2%,-5%,-1%,3%[59 µM],-2%
CC1CCN(C(=O)CSc2nc3c([nH]c4ccccc43)c(=O)n2-c2ccccc2)CC1,-6%,0%,-9%,27%[57 µM],38%[activator],-3%,-2%,1%[59 µM],-7%
CCc1nnc(NC(=O)CSc2nc3[nH]c(=O)cc(O)c3s2)s1,14%,-37%,?,4%,?,3%,?,?,.
CCCCOc1ccc(-c2[nH]ncc2C=O)cc1,3%,12%,-10%,13%,74%[activator],i,-4%,-36%,-8%

# An excerpt from above in order of their number in JMJD2A Tudor inh, falling:
SMILES,GLS inhibitor,BAZ2B inh,JMJD2A Tudor inh,HP1b chromo inh,Pol iota inh,PGK inhibitor,Pin1 inhibitor,G9a inh,BLM helicase inh
Cc1ccc(/C=C2\SC(=S)N(CCC(=O)Nc3ccc(O)cc3)C2=O)cc1,-3%,0%,-1%,36%,9%,2%,0%,10%,-2%
Cc1nnsc1C(=O)NNc1ccc(C(C)C)cc1,6%,-14%,-12%,6%,47%[activator],i,4%,8.9µM*,-7%
COc1ccc(S(=O)(=O)Nc2c(C(=O)O)[nH]c3ccccc23)cc1,-20%,-18%,-27%,72%[activator],26%,2%,?,45µM*,0%

# Quoted from the results shown for reference:
SMILES,GLS inhibitor,BAZ2B inh,JMJD2A Tudor inh,HP1b chromo inh,Pol iota inh,PGK inhibitor,Pin1 inhibitor,G9a inh,BLM helicase inh
Cc1ccc(/C=C2\SC(=S)N(CCC(=O)Nc3ccc(O)cc3)C2=O)cc1,-3%,0%,-1%,36%,9%,2%,0%,10%,-2%
COc1ccc(S(=O)(=O)Nc2c(C(=O)O)[nH]c3ccccc23)cc1,-20%,-18%,-27%,72%[activator],26%,2%,?,45µM*,0%

# Other compounds follow:
SMILES,GLS inhibitor,BAZ2B inh,JMJD2A Tudor inh,HP1b chromo inh,Pol iota inh,PGK inhibitor,Pin1 inhibitor,G9a inh,BLM helicase inh
CCN(CC)S(=O)(=O)c1ccc(C(=O)NNC(=O)c2csc(N3CCOCC3)n2)cc1,-11%,-3%,0%,35%,15%,-6%,-1%,-3%[0.501 µM],.
O=C(O)CCSCC(=O)c1ccc2c(c1)OCCO2,11%,3%,?,73%[activator],1%,-1%,-2%,32µM*,-1%
Cc1ccc(S(=O)(=O)N2CCCCC2)cc1C(=O)N1CCCCCC1,6%,-3%,-8%,12%,19%,-10%,-9%,25%[59 µM],.
Cc1ccc(C(C)C)c(OCc2ccc(C(=O)N/N=C/c3cccc(O)c3O)cc2)c1,?,-3%,8%,54%[activator],127%[activator],1%,-4%,?,-18%
Cc1nc2c(c(C)nn2-c2ccccc2)c(C)c1CCC(=O)NCc1ccccc1,-2%,-1%,-7%,21%,21%,i,2%,8%[59 µM],-1%
Cc1ccc(C2/C(=C(/O)c3ccc(Cl)cc3)C(=O)C(=O)N2CC2CCCO2)o1 (configuration not stated),12%,-13%,-13%,37%,19%,1%,?,7%[59 µM],-1%
CC(NC(=O)COC(=O)C12CC3CC(CC(Br)(C3)C1)C2)c1ccccc1 (configuration not stated),-13%,.,8%,24%[57 µM],16%,i,-10%,.,.
CCN(c1ccccc1)S(=O)(=O)c1cc(C(=O)OCC(=O)c2c(N)n(C)c(=O)n(C)c2=O)ccc1C,-19%,.,?,?,25µM*,?,21%,.,.
CC(C)(C)C(Cn1ccnc1)NC(=O)c1ccc2nc(C3CC3)oc2c1 (configuration not stated),-4%,-19%,-12%,50%[activator],1%,i,1%,5%,1%
COC(=O)C1CCCN1S(=O)(=O)c1ccccc1NC(=O)c1cc(OC)c(OC)c(OC)c1 (configuration not stated),8%,5%,-10%,25%,23%,-2%,-16%,-10%[2.33 µM],-1%
c1ccc(CN2CCC(Nc3nc(-c4ccccc4)nc4ccccc34)CC2)cc1,-3%,?,-23%[11.4 µM],7%,-8%,-9%,7%,?,3%
CCn1cnc2cc(NCc3ccc(Cl)cc3)ccc21,?,?,?,-22%,45%[activator],10%,-1%,50µM*,-1%
COc1ccc(N=Cc2cc(Cc3ccccc3Cl)cc([N+](=O)[O-])c2O)cc1OC,?,?,?,-14%,?,-12%,37%[activator],40µM*,-1%
CN(C)c1cc[n+](CC(=O)Nc2cc(C(F)(F)F)ccc2Cl)cc1,-12%,4%,-4%,27%,4%,-1%[11.5 µM],9%,20%,4%
COc1cc2c(cc1OC)C(C(C)C)=NC(C)(C)C2,1%,-6%,6%,43%[activator],-6%,-5%,-1%,?,4%
O=C(c1ccccc1)c1cccc(C(=O)c2ccccc2)c1,2%,243%[activator],161%[activator],164%[activator],5%,4%,-2%,-24%[12.7 µM],.
Cc1ccc(S(=O)(=O)N(C)C)cc1NC(=O)C(C)OC(=O)C1CCC1 (configuration not stated),-1%,.,12%,31%,-11%,-10%,0%,.,.
COc1ccccc1-c1nn2c(-c3cc(-c4ccccc4)n[nH]3)nnc2s1,.,.,-10%[57.1 µM],4%[57 µM],-1%,.,33%[activator],.,.
Cc1ccc(OCC(=O)Nc2ccc(-c3nc4ncccc4o3)cc2)c(C)c1,7%,13%,-34%,21%,-1%,8%,35%[activator],8%[59 µM],-12%
Cn1c(SCc2c(F)cccc2Cl)nnc1-c1cccs1,1%,0%,-25%,18%,0%,-7%,0%,-1%[12.7 µM],-6%
O=C(NCCc1c[nH]c2ccccc12)C(=O)NCC1OCCCN1S(=O)(=O)c1cc(F)ccc1F (configuration not stated),1%,-33%,-28%,4%,42%[activator],-6%,3%,-13%,-2%
NC(=O)c1ccc(NCCCN2CCOCC2)c([N+](=O)[O-])c1,1%,-8%,-8%,48%[activator],3%,-3%,-5%,.,-1%
COc1cccc(C(=O)Nc2cccc(OCc3cc(=O)n4cccc(C)c4n3)c2)c1,-7%,6%,3%,35%[57 µM],10%,-6%,2%,-31%[59 µM],-10%
Cc1ccc(CNS(=O)(=O)c2ccc(CN3C(=O)c4cccnc4C3=O)cc2)o1,3%,79µM*,-11%,22%,-15%,-5%,-3%,-6%[0.0925 µM],-1%
CCOc1cc(S(=O)(=O)N2CCCCC2)ccc1Cl,0%,.,26%,54%[activator],34%[activator],-1%,-1%,-10%[59 µM],-3%
Nc1nc(N)c2cc(Sc3ccc4ccccc4c3)ccc2n1,-1%,-35%,-20%,31%,18%,i,5%,?,5%
Cc1cc(C)nc(N2N=C(C(F)(F)F)CC2=O)n1,-4%,-9%,-19%,42%[activator],0%,-8%,6%,.,-3%
COc1ccc2c(c1)c(N=O)c(O)n2C,17%,-3%,-13%,1%,9%,-4%,-5%,-5%,0%
CCn1ccc2c(OCC(=O)NCCc3ccc(OC)c(OC)c3)cccc2c1=O,0%,12%,-11%,-1%,-10%,-9%,0%,?,.
Cc1cccc(C(O)(C(=O)NNc2ccc3ccccc3n2)c2cccc(C)c2)c1,1%,-3%,-8%,46%[activator],9%,-2%,5%,1%[59 µM],-11%
COC(=O)c1ccccc1NC(=O)NCc1ccc2c(c1)CCN2C(=O)c1ccccc1,6%,-19%,-32%,9%[57 µM],-17%,-2%,22%,-4%[59 µM],-4%
O=C(Nc1ccccc1C(=O)N1CCOCC1)c1ccc(Br)cc1,5%,-4%,-6%,9%,25%,0%,-10%,?,0%
CC(C)c1nnc(NC(=O)c2cccc(-n3cnnn3)c2)s1,-6%,-6%,-5%,22%,-10%,i,-10%,-10%[59 µM],1%
CCc1ccc(NC(=O)COC(=O)CCc2nc3cc(S(=O)(=O)N(CC)CC)ccc3n2C)cc1,6%,-17%,-25%,15%,17%,10%,2%,-6%[59 µM],-10%
Cc1noc(NS(=O)(=O)c2ccc(NC(=O)CSc3nc4c(cc3C#N)CCCC4)cc2)c1C,-2%,-9%,-12%,39%,5%,-7%,-10%,25µM*,-2%
O=C(Nc1cccc([N+](=O)[O-])c1)c1cccc(C(=O)Nc2cccc([N+](=O)[O-])c2)c1,4%,-22%,-31%,25%,-14%,-1%,0%,-2%[2.33 µM],?
CC1(C)CC(=O)C(C=NCCN2CCN(C(=O)NC34CC5CC(CC(C5)C3)C4)CC2)=C(O)C1,3%,15%,-16%,41%[activator],21%,i,1%,50µM*,3%

# A different layout for some results above.
SMILES: O=C(Nc1ccccc1C(=O)N1CCOCC1)c1ccc(Br)cc1
  GLS inhibitor: 5%
  BAZ2B inh: -4%
  JMJD2A Tudor inh: -6%
  HP1b chromo inh: 9%
  Pol iota inh: 25%
  PGK inhibitor: 0%
  Pin1 inhibitor: -10%
  G9a inh: ?
  BLM helicase inh: 0%

SMILES: O=C(Nc1cccc([N+](=O)[O-])c1)c1cccc(C(=O)Nc2cccc([N+](=O)[O-])c2)c1
  GLS inhibitor: 4%
  BAZ2B inh: -22%
  JMJD2A Tudor inh: -31%
  HP1b chromo inh: 25%
  Pol iota inh: -14%
  PGK inhibitor: -1%
  Pin1 inhibitor: 0%
  G9a inh: -2%[2.33 µM]
  BLM helicase inh: ?

# Only part of the results is shown; rates above refer to the full screens.
